KCNH2 3.1 block: KCNH2 3.1 (human) potassium channel inhibition | activity change, % (tested at about 1.8 µM) | U2OS KCNH2 3.1, thallium flux FluxOr; active compounds read low | 340,000 compounds, 0.95% hits;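 active = maximum activity change below -70%; inconclusive = maximum activity change from -70% to -50%; inactive = maximum activity change above -50%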;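 note: thallium influx rate constant from kinetic fluorescence after stimulation buffer; % is set by controls: 0 for no effect and ±100 for the full control effect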
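Thallium flux via FluxOr fluorescence (Red40 quencher, 45 min loading) in U2OS cells virally expressing the KCNH2 3.1 isoform (1.77 x 10^8 /mL virus, overnight at 37 C). Rate constants from 2-min kinetic reads post-stimulation, normalised to positive and negative controls.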
ELG1 genotoxic: inducers of genotoxicity in HEK293T ELG1-luciferase cells. HEK293T ELG1-luciferase reporter, luminescence, 16 h. 330,000 compounds, 1.3% hits. Potency, µM (series often up to 46 µM), inactives show at the top dose activity change, positive = activation, hits mostly activators; note: potency is the fitted concentration of half-maximal effect; % of control where 0% means no effect; nearly all actives have a fitted effect of over 60% in size
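Genotoxicity was scored as increased ELG1-luciferase reporter signal, measured by ONE-Glo luminescence (30 min, room temperature). Compound or vehicle exposure of the HEK293T reporter cells lasted 16 hr at 37°C.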
VP16 counter: inhibits Gal4-VP16 luciferase reporter, ROR gamma counter-screen; Drosophila S2 Gal4-VP16 UAS-luciferase, luminescence, 20 h; Potency, µM (doses to about 53.6 µM), for inactives: at the top dose activity, negative = inhibition, usual class: inhibitors; 310,000 compounds, 3.5% hits;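 note: Gal4-VP16 expression switched on by copper sulfate through the metallothionein promoter; potency is the fitted concentration of half-maximal effect; % is set by controls: 0 for no effect and ±100 for the full control effect; nearly all actives have a fitted effect of over 50% in size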
uPA generation: inhibitors of cell surface uPA generation | 330,000 compounds, 0.31% hits | cell surface uPA generation assay, qHTS | Potency, µM (top dose mostly 38.3 µM), inactives show at the top dose activity change, negative = inhibition, usual class: inhibitors | AID 540303; active = well fitted inhibition curve with a large enough effect; inconclusive = small, poorly fitted or top-dose-only effect; inactive = no such curve, though single readings can be large or run the other way; tested in mouse RAW 264.7 cells; note: potency is the fitted concentration of half-maximal effect; % is set by controls: 0 for no effect and ±100 for the full control effect; nearly all actives have a fitted effect of over 55% in size
Tb PFK inh: T. brucei PFK enzyme inhibition; O15648; T. brucei PFK, ADP-Glo luminescence; Potency, µM (highest dose often 57.5 µM), inactives show top-dose activity, negative = inhibition, usual class: inhibitors; 330,000 compounds, 0.17% hits; AID 485367;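 note: potency is the fitted concentration of half-maximal effect; 0% = uninhibited 1x PFK enzyme wells and -100% = no-enzyme wells; nearly all actives have a fitted effect of over 60% in size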
Target sequence (O15648 whole entry, looked up): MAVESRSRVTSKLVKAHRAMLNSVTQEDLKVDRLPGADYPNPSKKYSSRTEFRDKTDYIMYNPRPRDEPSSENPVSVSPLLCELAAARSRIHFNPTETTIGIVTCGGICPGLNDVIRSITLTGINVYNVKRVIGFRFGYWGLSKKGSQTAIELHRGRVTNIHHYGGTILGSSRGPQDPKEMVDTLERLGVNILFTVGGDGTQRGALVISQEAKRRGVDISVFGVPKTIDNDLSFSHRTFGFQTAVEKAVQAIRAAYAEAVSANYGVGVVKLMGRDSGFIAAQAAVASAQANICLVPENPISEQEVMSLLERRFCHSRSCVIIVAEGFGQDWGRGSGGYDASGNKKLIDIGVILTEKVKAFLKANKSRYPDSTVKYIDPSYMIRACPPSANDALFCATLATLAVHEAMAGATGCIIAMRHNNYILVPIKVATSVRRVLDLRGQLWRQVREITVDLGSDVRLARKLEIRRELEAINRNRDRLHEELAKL
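PFK 1.25 nM, F6P 0.5 mM, ATP 0.1 mM, 0.1 M TEA pH 8.0, 5 mM MgCl2, 0.01% Tween20, 0.1% BSA; 45 min RT. ADP-Glo readout. qHTS titration up to 57 uM; curves fitted, compounds curve-classed.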
Rab9 promoter act: activators of Rab9 promoter; Huh7 Rab9 promoter-luciferase reporter, luminescence, 24 h; Potency, µM (doses to about 9.22 µM), for the others: at the highest dose activation, negative = inhibition, hits mostly activators; 320,000 compounds, 2.8% hits; note: potency is the fitted concentration of half-maximal effect; % of control where 0% means no effect; nearly all actives have a fitted effect of over 60% in size
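Measured in stably transfected Huh7 cells bearing a Rab9 promoter–luciferase construct: 24 h compound treatment at 37 °C, followed by luminescence detection.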
FLuc counter: counter-screen for miR-21 project: firefly luciferase inhibitors or activators; P08659; purified FLuc, Km substrates, luminescence inhibition; Potency, µM (titrated, usually from 57.5 µM), without a hit: at the top dose activity change, negative = inhibition, usual class: inhibitors; 360,000 compounds, 6.9% hits; AID 588342;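 note: potency is the fitted concentration of half-maximal effect; plate controls were vehicle for no effect and reference inhibitor for full effect; nearly all actives have a fitted effect of over 55% in size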
Target sequence (P08659 whole entry, looked up): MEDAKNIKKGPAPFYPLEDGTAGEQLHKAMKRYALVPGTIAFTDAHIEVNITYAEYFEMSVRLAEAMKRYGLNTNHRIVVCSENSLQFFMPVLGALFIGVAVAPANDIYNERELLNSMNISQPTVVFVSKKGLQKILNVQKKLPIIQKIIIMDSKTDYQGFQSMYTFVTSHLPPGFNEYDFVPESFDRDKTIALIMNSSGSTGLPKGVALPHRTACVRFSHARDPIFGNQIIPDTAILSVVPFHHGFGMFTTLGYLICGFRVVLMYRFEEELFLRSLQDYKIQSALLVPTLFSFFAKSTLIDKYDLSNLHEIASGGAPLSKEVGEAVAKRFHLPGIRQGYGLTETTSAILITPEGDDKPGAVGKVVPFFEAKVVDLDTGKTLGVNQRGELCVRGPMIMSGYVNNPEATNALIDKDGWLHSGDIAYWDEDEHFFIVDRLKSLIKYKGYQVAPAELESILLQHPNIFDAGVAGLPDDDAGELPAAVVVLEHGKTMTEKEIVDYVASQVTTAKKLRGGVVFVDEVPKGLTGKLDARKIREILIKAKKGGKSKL
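Purified P. pyralis luciferase, 10 nM final, with Km-level 10 uM D-luciferin and 10 uM ATP in 50 mM Tris acetate pH 7.5, 10 mM Mg acetate, 0.01% Tween-20, 0.05% BSA; 6-point qHTS titration about 60 µM downward; luminescence read.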
Giardia killer: Giardia lamblia killing; activity change, % at 7.66 µM, hits read low; 340,000 compounds, 0.15% hits; Giardia lamblia trophozoite viability; in the data active = activity change below about -80%; inconclusive = between about -30% and that limit;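 note: parasites exposed to compound for two days anaerobically before the ATP read; % is set by controls: 0 for no effect and ±100 for the full control effect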
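Trophozoites 100 cells/well + cpd; 48 hrs, 37 deg C, anaerobic. ATPLite 1-Step added, 15-30 min RT, luminescence read (ATP-based viability).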
RORg inh: ROR gamma (mouse) transcription inhibition. P51450. Potency, µM (titrated, usually from 53.6 µM), for inactives: at the top dose activity change, negative = inhibition, actives largely listed as inhibitors. Drosophila S2 Gal4-RORgamma UAS-luciferase reporter, 20 h. 310,000 compounds, 5.4% hits; note: potency is the fitted concentration of half-maximal effect; % is set by controls: 0 for no effect and ±100 for the full control effect; nearly all actives have a fitted effect of over 60% in size
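Read-out: Photinus luciferase luminescence; inhibitors lower reporter signal. Insect Schneider cells with Gal4-ROR gamma fusion under metallothionein promoter, UAS reporter; 700 uM final copper sulfate induction, 20 hr, ambient temperature.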
Coupling enz: counter-screen for Giardia aldolase inhibitors: coupling enzyme system. coupling enzyme system counterscreen, AmpLite Red fluorescence. activity change, negative = inhibition, % at 58.2 µM, hits read low. 290,000 compounds, 0.67% hits. AID 2472; in the data active = activity change below about -30%; note: % is set by controls: 0 for no effect and ±100 for the full control effect
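Counterscreen of the coupled detection system alone, without aldolase: glyceraldehyde-3-phosphate coupling enzymes plus AmpLite Red readout. Compounds at 57.5 uM final, 10 min RT preincubation, 20 min RT reaction, fluorescence 525/598 nm.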
NPC1 promoter act: NPC1 promoter activation | 320,000 compounds, 2.4% hits | Potency, µM (series often up to 9.22 µM), for the others: at the top dose activation, usual class: activators | AID 485313 | Huh7 NPC1 promoter luciferase reporter, 24 h;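 note: potency is the fitted concentration of half-maximal effect; % of control where 0% means no effect; nearly all actives have a fitted effect of over 60% in size; reporter is driven by a mutant NPC1 promoter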
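Quantitative HTS used a cell-based reporter: Huh7 cells stably bearing the NPC1 promoter upstream of luciferase were treated with compounds for 24 h, and promoter activation was read as luminescence.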
An asterisk follows results filed as active; ? = inconclusive; / = not tested or not shown; [ ] = remark or other dose. Unless noted, calls come from the whole dose curve; as a rule, active = well fitted curve in the direction sought with a large enough effect; inconclusive = small, poorly fitted or top-dose-only effect, or another doubt; inactive = no such curve, though single readings can be large; an effect the other way counts as inactive or inconclusive. Compounds as they come. About 14% of those tested had a hit in this group.

SMILES	KCNH2 3.1 block	ELG1 genotoxic	VP16 counter	uPA generation	Tb PFK inh	Rab9 promoter act	FLuc counter	Giardia killer	RORg inh	Coupling enz	NPC1 promoter act
C=CCn1c(=O)c2c3c(sc2n2c(Nc4ccc(C(=O)OCC)cc4)nnc12)CCCC3	8	2%	-6%	2%	0%	0%	9%	19	-13%	7	-3%
Cc1c(OCC(=O)NCc2ccncc2)ccc2c3c(c(=O)oc12)CCCC3	0	4%	-10%	-4%	1%	7%	-11%	7	-3%	/	-8%
Cc1cc(C)cc(CSCC(=O)NN=C2CCCCCC2)c1	-3	-1%	-6%	1%	-4%	-4%	2%	-7	2%	-1	1%
CN(CC(=O)Nc1ccc(N2CCOCC2)cc1)C(=O)CC(c1ccccc1)c1ccccc1	0	-16%	0%[10 µM]	2%	-5%	-9%	4%	15	29%	2	-6%
CCC1CCc2c(c3ccccc3[nH]c2=O)O1 (stereo not given)	-9	0%	-2%	-3%	0%	4%	3%	17	25%	0	-2%
CN1CCN(c2ccc(Cl)cc2NC(=O)/C=C/c2ccc(F)cc2)CC1	-25	-1%	1%	-1%	2%	-7%	-2%	-3	-26%	-1	3%
Cn1c(=O)c2[nH]c(N=NNc3ccccc3F)nc2n(C)c1=O	8	18%	17%	3%	8%	-2%	?	1	31%	-5	-2%
Cn1cnnc1SCC(=O)Nc1ccc2c(c1)CCC2	7	10%	-13%	7%	2%	5%	-8%	7	18%	0	14%
COc1ccc(C2/C(=C(/O)c3ccccc3)C(=O)C(=O)N2c2ccccn2)cc1 (stereo not given)	-5	-1%	4%	0%	1%	3%	-1%	-8	-30%[1.91 µM]	-2	2%
COc1cc(/C=C2/C(=O)NN(c3ccc(F)cc3)C2=O)cc([N+](=O)[O-])c1O	-2	4%	0%	-1%	19%	14%	27µM*	14	9%	2	-1%
CCOc1ccc(CNS(=O)(=O)c2c(C)nc3scc(C)n3c2=O)cc1OC	-17	2%	2%	-2%	2%	-6%	1%	5	-14%	1	-3%
CCOC(=O)c1cnc(SCC(=O)OCC(=O)NC2CCS(=O)(=O)C2)nc1N (stereo not given)	1	-8%	/	17%	2%	4%	-46%	-3	/	/	2%
CC1(c2nnc(Cc3ccccc3)o2)CC(c2ccc(OC(F)(F)F)cc2)=NO1 (stereo not given)	-4	0%	/	-16%	-7%	4%	?	5	/	/	-5%
CC(C)C(=O)Nc1nnc(SCC(=O)Nc2ccc3c(c2)OCCO3)s1	-34	1%	-10%	0%	-5%	4%	-6%	2	-9%	3	-2%
O=C(O)c1cccc(S(=O)(=O)N2CCCC(c3nc4c(nnn4Cc4ccccc4Cl)c(=O)[nH]3)C2)c1 (stereo not given)	11	1%	10%	1%	1%	1%	-2%	23	?	5	-3%
O=C(Cc1cccs1)N(c1ccc(Cl)cc1)C1C=CS(=O)(=O)C1 (stereo not given)	-1	-2%	-4%	9%	-2%	0%	-6%	-9	9%	5	2%
COC(=O)c1cc(C#N)c(NCc2ccc(Cl)cc2Cl)nc1C	-1	0%	1%	-3%	-1%	-3%	1%	-11	1%	/	-6%
Cc1ccc(C(=O)Nc2ccccc2[N+](=O)[O-])cc1S(=O)(=O)N1CCOCC1	4	-10%	21%	0%	12%	17%	-15%	-20	?	0	-2%
Cc1ccc(-n2ncc(C(=O)NCC3CCN(C4CCCC4)C3)c2C2CCN(C(=O)OC(C)(C)C)CC2)cc1 (stereo not given)	-3	4%	-16%	-22%	-1%	-6%	-1%	-3	0%	-4	-1%
CCOC(=O)c1c(NC(=O)C[n+]2ccccc2)sc2c1CCCC2	-15	-8%	-5%	-3%	?	-12%	-1%	18	-7%	-2	1%
CC1(C(=O)CSc2ncn[nH]2)CCC(=O)O1 (stereo not given)	/	0%	-1%	/	-1%	-1%	-2%	/	-28%	1	-1%
CCN(CC)S(=O)(=O)c1cc(OCC(N)=O)c(C)cc1Cl	3	0%	1%	-1%	2%	3%	-2%	12	-7%	1	0%
O=C(O)c1cccn2c(=O)c3ccccc3nc12	13	0%	7%	1%	-11%	-3%	-2%	14	19%	-3	3%
Oc1c(Br)cc(/C=N/Nc2ccc(Cl)nn2)cc1Br	-12	-1%	-21%	13%	16%	-6%	-5%	3	0%	-1	0%
O=S(=O)(NCCc1csc(-c2ccccc2)n1)c1ccc2c(c1)OCCO2	16	-9%	3%	0%	0%	-7%	2%	8	33%	-4	1%
Cc1c(N2CCCC2)cc2c(c1NC(=O)c1ccccc1Cl)C(C)(C)CC2(C)C	-11	-6%	22%	-2%	-16%	-1%	3%	?	?	3	1%
COc1cccc(CN=c2c([N+](=O)[O-])nn(-c3ccccc3C)n2O)c1	3	3%	-3%	0%	-1%	-9%	2%	-109*	?	2	-2%
CC(=O)Nc1ccc(S(=O)(=O)Nc2cccc(S(=O)(=O)N(C)c3ccccc3)c2)cc1	0	-12%	/	1%	?	-1%	1%	-10	/	/	-2%
CCCCCOC(=O)c1ccc(NC(=O)c2cccc(NC(=O)c3ccccc3C(=O)O)c2)cc1	1	-2%	-7%	3%	0%	0%	19µM*	2	5%	5	2%
CN1CCN(C2=Cc3cc(Cl)ccc3Sc3cc(F)ccc32)CC1	-8	14%	0%	5%	1%	-7%	3%	7	-11%	6	-7%
Cc1cccc(-n2nnc(C(=O)NCc3ccccn3)c2N)c1	-10	-1%	13%	-1%	-4%	-1%	3%	0	57%	5	2%
CC1(C)OC(=O)N(NCc2ccccc2)C1(C)O (stereo not given)	-2	1%	6%	-11%	1%	-5%[1.84 µM]	7%	-16	-2%	3	-3%
CCc1ccc(NCCC(=O)c2ccc(Br)cc2)cc1	-29	3%	-8%	/	16%	19%	1%	-8	-5%	2	1%
CCSc1nnc(NC(=O)C(C(F)(F)F)C(F)(F)F)s1	-6	2%	-3%	-3%	0%	4%	-15%	-9	8%	1	0%
C=CCNC(=S)Nc1ccc(Cl)cc1	7	-3%	?	-1%	-6%	24%	-7%	-1	16µM*	2	0%
CCN(CC)S(=O)(=O)c1cc(C(=O)O)ccc1OC	11	0%	6%	-2%	1%	-3%	3%	12	-1%	6	8%
CCC1(c2ccccc2)NC(=S)N(c2cccc(C)c2C)N1 (stereo not given)	-3	-2%	7.9µM*	4%	2%	-2%	1%	-14	1.3µM*	4	-4%
Cc1ccccc1-n1c(C)nnc1SCC(=O)NNC(=O)c1ccccc1	-5	0%	1%	-1%	-5%	11%	1%	9	-14%	1	-3%
Clc1cccc(/C=N/N2CCN(Cc3ccccc3)CC2)c1	-2	?	-9%	-1%	0%	?	17µM*	3	43%	0	?
O=C(O)CS(=O)(=O)CC(=O)O	7	-3%	1%	-13%	0%	1%	2%	5	-7%	0	-4%
Cn1c2ccccc2c(=O)c2c(=O)n(-c3ccc(F)cc3)c(-c3cccs3)nc21	-6	0%	4%	-8%	0%	0%	-6%	8	-10%	-1	0%
O=C(O)c1cccc(S(=O)(=O)N2CCN(Cc3ccc4c(c3)OCO4)CC2)c1	-16	-1%	-1%	-1%	3%	-2%	-1%	-16	-16%	6	-13%
COc1ccccc1CNC(=O)COC(=O)c1ccccn1	-5	0%	/	-3%	-2%	3%	0%	6	/	/	-2%
N#CCc1nn2c3c(cnc2c1C#N)C(=O)CCC3	-3	0%	?	1%	6%	-1%	-6%	6	-6%	-32*	0%
O=C1/C(=C\c2ccc(Br)cc2)SC(=S)N1NS(=O)(=O)c1ccccc1	-7	-7%	2%	0%	0%	-1%	?	16	-7%	0	1%
Cc1ccc(NC(=O)CNC(=O)c2ccc(C)s2)nc1	13	?	/	-3%	-4%	-5%	-1%	-20	/	/	-2%
O=C(CN1C(=O)/C(=C2/SC(=S)N(CCS(=O)(=O)O)C2=O)c2ccccc21)Nc1cccc(C(F)(F)F)c1	8	4%	/	5%	?	/	/	-10	/	/	/
Cc1cc(C)nc(SC2CC(=O)N(c3ccc(C)c(C)c3)C2=O)n1 (stereo not given)	19	10%	-2%	?	0%	0%	1%	3	1%	3	-19%
O=C(/C=C/c1cccnc1)c1ccccc1O	-5	8%	?	12%	1%	-1%	17µM*	-10	18µM*	1	-4%
O=C(Nc1ccc(Cl)cn1)C1CCN(S(=O)(=O)c2cccs2)CC1	-8	0%	6%	-29%	1%	-33%[inhibitor]	2%	-9	?	0	-18%
COc1ccc(CNC(=O)C2CCN(S(=O)(=O)c3cccnc3)CC2)cc1	-28	0%	0%	9%	-5%	3%	0%	-9	-9%	/	4%
CN(C)CCNC(=O)c1sc2cccc(F)c2c1Cl	-1	1%	-6%	-2%	0%	0%	3%	-4	1%	0	1%

Compound activity: PubChem BioAssay, National Center for Advancing Translational Sciences (NCATS)
